Screening data as filed in PubChem.
KCNH2 WT inh = blocks the wildtype human KCNH2 potassium channel; AID 720551; U2OS, BacMam KCNH2, thallium flux FluxOr; stronger effect = lower value; Q12809; activity change, % at 1.84 µM; 340,000 tested, 0.37% active;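 active = maximum activity change below -70%; inconclusive = maximum activity change between -70% and -50%; inactive = maximum activity change above -50%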; also: % is scaled to controls: 0 for no effect and ±100 for the full control effect
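U2OS cells transduced with wild-type KCNH2 virus are loaded with FluxOr dye for 45 min, and thallium flux is measured in kinetic reads before and after stimulation buffer. Rate constants are normalized to DMSO controls.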
KCNH2 3.1 inh = KCNH2 3.1 (human) potassium channel inhibition; U2OS KCNH2 3.1, thallium flux FluxOr; stronger effect = lower value; activity change, % (tested at about 1.8 µM); 340,000 tested, 0.95% active; AID 720553;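 active = maximum activity change below -70%; inconclusive = maximum activity change from -70% to -50%; inactive = maximum activity change above -50%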;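 also: thallium influx rate constant from kinetic fluorescence after stimulation buffer; % is scaled to controls: 0 for no effect and ±100 for the full control effect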
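Virally transduced U2OS (3.1 isoform, 4 h infection in dark at RT) → overnight 37 C → FluxOr + Red40 in HBSS/HEPES, 45 min → stimulation buffer, 2 min kinetic read → rate constant vs DMSO controls.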
B2AR arrestin = beta2AR (human) beta-arrestin recruitment activity; 330,000 tested, 0.02% active; P07550; AID 492947; Potency, µM (top dose mostly 46.1 µM), without a hit: at the highest dose activation, most hits filed as activators; beta-arrestin recruitment to beta2AR, cell-based reporter;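 also: potency is read from the fitted curve at half-maximal effect; 0% = DMSO controls and full agonism = EC100 isoproterenol or metaproterenol; nearly all actives have a fitted effect of over 65% in size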
PKM2 act = PKM2 (human) enzyme activation; Potency, µM (highest dose often 57.5 µM), for the others: top-dose activation, actives largely listed as activators; P14618; 260,000 tested, 0.34% active; purified PKM2, Kinase-Glo ATP luminescence, activation; response scale: 0% is enzyme alone, no compound; also: potency is read from the fitted curve at half-maximal effect; % is scaled to controls: 0 for no effect and ±100 for the full control effect; nearly all actives have a fitted effect of over 55% in size
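Purified hPK-M2 (>95% pure) converted ADP (0.1 mM final) to ATP with 0.5 mM PEP in 50 mM imidazole pH7.2, KCl, MgCl2, Tween 20, BSA; 1 h at room temperature. ATP detected by Kinase-Glo luminescence.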
TRPV1 agonist = human TRPV1 agonism. activation, % at 8.33 µM. TRPV1-expressing cells, Fluo-8 calcium influx, agonist mode. 320,000 tested, 0.19% active; in the data active = activation above about 80%; inconclusive = between about 30% and that limit; also: 0% is about no effect
Target sequence (Q8NER1 whole entry, looked up): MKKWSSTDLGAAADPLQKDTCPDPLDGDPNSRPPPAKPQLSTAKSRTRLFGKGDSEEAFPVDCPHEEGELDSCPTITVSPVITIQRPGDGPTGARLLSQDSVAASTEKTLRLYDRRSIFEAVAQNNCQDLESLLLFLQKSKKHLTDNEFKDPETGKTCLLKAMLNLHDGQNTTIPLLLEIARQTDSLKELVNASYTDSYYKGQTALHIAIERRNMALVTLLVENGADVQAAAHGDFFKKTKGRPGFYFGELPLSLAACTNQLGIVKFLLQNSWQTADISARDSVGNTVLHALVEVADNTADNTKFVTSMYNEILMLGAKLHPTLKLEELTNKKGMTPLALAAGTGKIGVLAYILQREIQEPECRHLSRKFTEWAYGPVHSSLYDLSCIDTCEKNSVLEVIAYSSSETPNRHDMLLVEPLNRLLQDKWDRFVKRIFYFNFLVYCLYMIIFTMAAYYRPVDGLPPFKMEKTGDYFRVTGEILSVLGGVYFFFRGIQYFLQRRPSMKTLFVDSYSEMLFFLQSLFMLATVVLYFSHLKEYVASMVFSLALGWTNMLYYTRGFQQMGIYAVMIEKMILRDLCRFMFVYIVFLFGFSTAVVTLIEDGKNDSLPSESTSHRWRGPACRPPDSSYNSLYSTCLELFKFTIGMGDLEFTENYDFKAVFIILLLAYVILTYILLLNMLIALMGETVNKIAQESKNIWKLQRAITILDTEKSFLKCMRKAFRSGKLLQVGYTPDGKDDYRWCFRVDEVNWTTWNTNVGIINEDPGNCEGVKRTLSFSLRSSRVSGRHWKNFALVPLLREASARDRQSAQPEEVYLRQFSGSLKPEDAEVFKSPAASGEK
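TRPV1-expressing cells were cultured overnight at 35.5C and loaded with Fluo-8 calcium dye for 40 to 90 min at room temperature. After a 10 s baseline, compound was added and calcium influx was read kinetically for 3 min (ex 480/em 520 nm).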
Menin MLL FP TR = displaces Texas Red mutant MLL peptide from human menin | 270,000 tested, 0.23% active | AID 1768 | Potency, µM (titrated, usually from 61.6 µM), inactives show top-dose FP activity change, negative = inhibition, hits mostly inhibitors | Menin + Texas Red MLL mutant peptide, fluorescence polarization; active = well fitted inhibition curve with a large enough effect in the polarisation, with a control signal flat, not every such curve was filed as active; inconclusive = small, poorly fitted or top-dose-only effect, or effect the other way, or a change in a side signal; inactive = no such curve, though single readings can be large or run the other way; the % refers to the polarisation; also: potency is read from the fitted curve at half-maximal effect; % of control where 0% means no effect; many of its hits are not listed in these tables
CXXC DNA block = blocks binding of human MLL CXXC domain to DNA; Q03164; MLL-CXXC / FITC-HOXA9 DNA fluorescence polarization; Potency, µM (doses to about 115 µM), for the others: top-dose activity change, negative = inhibition, most hits filed as inhibitors; 290,000 tested, 0.037% active; active = well fitted inhibition curve with a large enough effect in the polarisation, with a control signal flat, not every such curve was filed as active; inconclusive = small, poorly fitted or top-dose-only effect, or effect the other way, or a change in a side signal; inactive = no such curve, though single readings can be large or run the other way; the % refers to the polarisation; also: potency is read from the fitted curve at half-maximal effect
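Fluorescence polarization: 7 uM MLL-CXXC (stock) preincubated 5 min with compounds, then 50 nM fluorescein-HOX-A9 DNA (stock) added; 30 min ambient. Buffer 50 mM Tris-HCl pH 7.5, 50 mM NaCl, 1 mM DTT, 0.05% BSA.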
Coupling enz = counter-screen for Giardia aldolase inhibitors: coupling enzyme system. AID 2472. activity change, negative = inhibition, % at 58.2 µM, hits read low. coupling enzyme system counterscreen, AmpLite Red fluorescence. 290,000 tested, 0.67% active; in the data active = activity change below about -30%; also: % is scaled to controls: 0 for no effect and ±100 for the full control effect
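Counterscreen lacking aldolase: glyceraldehyde-3-phosphate coupling-enzyme reagent preincubated 10 min at RT with compound (at 57.5 uM final), then substrate/coupling system with AmpLite Red added; fluorescence read at 525/598 nm after 20 min RT.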
GALK inh = galactokinase (human) inhibition; P51570; Purified GALK, Kinase-Glo residual ATP luminescence; Potency, µM (titrated, usually from 57.5 µM), inactives show at the highest dose activity change, negative = inhibition, usual class: inhibitors; 270,000 tested, 0.007% active; AID 1868; also: potency is read from the fitted curve at half-maximal effect; % is scaled to controls: 0 for no effect and ±100 for the full control effect
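Kinase-Glo Plus luminescence measured ATP left after a 1 h room-temperature reaction. The reaction used 5 nM GALK, 100 uM galactose and 35 uM ATP at pH 8.0 (20 mM HEPES, 5 mM MgCl2, 60 mM NaCl, 1 mM DTT, 0.01% BSA).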
USP2a block = blocks human ubiquitin-specific protease USP2a; USP2 core, Ub-CHOP2 coupled fluorogenic reporter, 485/531; 330,000 tested, 0.01% active; O75604; AID 463254; Potency, µM (highest dose often 38.3 µM), inactives show at the top dose activity change, negative = inhibition, actives largely listed as inhibitors;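 also: potency is read from the fitted curve at half-maximal effect; plate controls were DMSO wells for no effect and full inhibition by NEM control for full effect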
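Deubiquitinase activity read as fluorescence (485/531 nm) after Ub-CHOP2 cleavage activates the enterokinase reporter on its substrate; USP2 core 10nM, Ub-CHOP2 and substrate 25nM each, 30min compound preincubation then 60min RT; data normalized to NEM, curves fitted.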
Giardia kill = kills Giardia lamblia. 340,000 tested, 0.15% active. activity change, % at 7.66 µM, hits read low. Giardia lamblia trophozoite viability; in the data active = activity change below about -80%; inconclusive = between about -30% and that limit;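 also: parasites exposed to compound for two days anaerobically before the ATP read; % is scaled to controls: 0 for no effect and ±100 for the full control effect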
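Compounds were tested on trophozoites seeded at 100 cells/well and held 48 hrs at 37 deg C anaerobically. An ATP-based luminescent kit measured the remaining live cells.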
Active calls of the source: *; ? = inconclusive; · = no result given; [ ] = remark or other dose. Unless noted, calls follow the shape of the dose curve; as a rule, active = well fitted curve in the direction sought with a large enough effect; inconclusive = small, poorly fitted or top-dose-only effect, or another doubt; inactive = no such curve, though single readings can be large; an effect the other way counts as inactive or inconclusive. A portion of the library. The share of hits here may be higher or lower than overall.

item	smiles	KCNH2 WT inh	KCNH2 3.1 inh	B2AR arrestin	PKM2 act	TRPV1 agonist	Menin MLL FP TR	CXXC DNA block	Coupling enz	GALK inh	USP2a block	Giardia kill
1	N#CCCN(CCC#N)c1nnc(-c2ccccc2)s1	-36	-12	-0.9%	-15%	4	2%	1%	3	2%	1%	-13
2	O=C(C[C@H]1C/C=C\CC[C@H](Cc2ccc(F)cc2)C(=O)O[C@H](c2ccccc2)CNC1=O)N[C@H](CO)Cc1ccccc1	-8	-33	-0.8%	·	·	·	·	·	·	0%	3
3	COc1ccc(NC(=O)/C(C#N)=C\c2ccc(-c3cc(C(=O)O)ccc3C)o2)cc1	32	16	0.1%	6%	0	?	-22%	0	-4%	-1%	-18
4	C/C=C(\C)CN1CCc2cc(OC)c(OC)cc2C1	36	?	0.5%	-3%	-2	2%	-1%	5	0%	-16%	0
5	Cc1ccc(SCCC(=O)N(C)C)cc1	8	7	-0.2%	2%	0	0%	3%	-1	-1%	-1%	-1
6	O=C(c1cc2cc(F)ccc2[nH]1)N1CCN(c2ccc(F)cc2)CC1	-7	-40	-0.1%	·	26	6%	0%	0	-1%	2%	-8
7	CCOc1cc(CNc2ncc(-c3ccc(OC)cc3)n2C)ccc1O	4	-8	-0.8%	-1%	-1	-23%	10%	-7	0%	2%	-7
8	COc1ccc(C(=O)OCC(=O)NCc2ccc3c(c2)OCO3)cc1[N+](=O)[O-]	17	-2	-0.5%	17%	4	5%	2%	4	1%	6%	7
9	CCCCOC(=O)C1=C(C)Nc2ncnn2C1c1cccc(OC)c1 (stereo unspecified)	3	-4	-0.4%	2%	-3	6%	-8%	-10	3%	4%	-2
10	O=C(Nc1ccc(-n2cnnn2)cc1)C1CCC1	1	3	0.0%	-12%	5	-2%	5%	-1	2%	-2%	6
11	Cc1cc(NC(c2ccc(Cl)cc2)c2ccc3cccnc3c2O)no1 (stereo unspecified)	-1	-19	0.5%	13%	12	0%	-1%	-2	1%	-12%	-9
12	CCOC(=O)c1ccc(NC(=O)c2nc[nH]c2C(=O)NC)cc1	-3	6	0.2%	-5%	-1	·	?	-1	-1%	-1%	8
13	O=[N+]([O-])c1ccc(C[n+]2cccc3ccc4cccnc4c32)cc1	10	16	?	-13%	-2	-10%	4%	-6	8%	-5%	11
14	Cc1cc(C(C)(C)C)ccc1OCCN(C)C	7	7	-0.1%	4%	0	-1%	-1%	3	15%	2%	23
15	Cn1nc(-c2ccc(C(=O)Nc3cccc(Cl)c3)cc2)c2ccccc2c1=O	1	-1	-0.1%	8%	-1	8%	8%	-2	0%	4%	-14
16	Cc1cc(-c2cc(C(=O)NCc3ccccc3)on2)nc(NC2CCCC2)n1	-13	-6	-0.4%	-2%	22	·	-1%	1	-1%	9%	?
17	CCCCNS(=O)(=O)c1ccc2nc(SCC(=O)c3ccc(C#N)cc3)[nH]c2c1	-14	-6	3.9%	22µM*	-1	2%	-6%	-1	-1%	4%	13
18	Cc1cc(C)c(NC(=O)Nc2ccc3c(c2)OCO3)c(C)c1	-4	-12	0.3%	0%	-13	-2%	-1%	-1	5%	-2%	-5
19	O=C(CN1CCN(S(=O)(=O)c2ccc(Cl)cc2)CC1)N1CCCC1	3	11	-0.3%	·	2	·	·	·	·	-1%	17
20	Nc1nc2c(s1)CCCCCCCCCC2	1	4	-0.3%	7%	-2	·	5%	-1	0%	0%	-14
21	Cc1cccc(CC(=O)OCn2nnc3ccccc3c2=O)c1	-3	6	-0.4%	9%	15	-4%	0%	0	-2%	1%	26
22	OCCN(CC#CC(O)(c1ccccc1)C1CCCCC1)CCO (stereo unspecified)	-2	-3	-0.9%	2%	2	-3%	7%	0	0%	0%	?
23	COC(=O)Nc1ccc(S(=O)(=O)N2CCCC(C(=O)N3CCCCC3)C2)cc1 (stereo unspecified)	3	16	0.0%	-7%	4	-7%	6%	1	-2%	4%	-25
24	Cc1cc(F)ccc1N1CCC(N2CCN(C)C(CCO)C2)CC1 (stereo unspecified)	7	8	-0.5%	0%	-2	0%	-6%	3	3%	0%	18
25	Cc1cc(C(=O)NCCC2=CCCCC2)ccc1[N+](=O)[O-]	-7	5	-1.0%	0%	83*	17%	-9%	0	5%	-1%	0

Sorted by molecular weight (highest first): some entries from above.
item	smiles	KCNH2 WT inh	KCNH2 3.1 inh	B2AR arrestin	PKM2 act	TRPV1 agonist	Menin MLL FP TR	CXXC DNA block	Coupling enz	GALK inh	USP2a block	Giardia kill
11	Cc1cc(NC(c2ccc(Cl)cc2)c2ccc3cccnc3c2O)no1 (stereo unspecified)	-1	-19	0.5%	13%	12	0%	-1%	-2	1%	-12%	-9
9	CCCCOC(=O)C1=C(C)Nc2ncnn2C1c1cccc(OC)c1 (stereo unspecified)	3	-4	-0.4%	2%	-3	6%	-8%	-10	3%	4%	-2
25	Cc1cc(C(=O)NCCC2=CCCCC2)ccc1[N+](=O)[O-]	-7	5	-1.0%	0%	83*	17%	-9%	0	5%	-1%	0

A few values from the results shown.
B2AR arrestin result of O=C(CN1CCN(S(=O)(=O)c2ccc(Cl)cc2)CC1)N1CCCC1 reads -0.3%
PKM2 act result of Cn1nc(-c2ccc(C(=O)Nc3cccc(Cl)c3)cc2)c2ccccc2c1=O reads 8%

The listing continues:
item	smiles	KCNH2 WT inh	KCNH2 3.1 inh	B2AR arrestin	PKM2 act	TRPV1 agonist	Menin MLL FP TR	CXXC DNA block	Coupling enz	GALK inh	USP2a block	Giardia kill
26	CCOC(=O)c1ccc(NC(=O)CS(=O)(=O)c2cn(CC)c3ccccc23)cc1	1	7	0.1%	9%	0	21%	7%	0	0%	-1%	18
27	COC(=O)c1sc(NC(=O)c2cccc([N+](=O)[O-])c2)c(C(N)=O)c1C	0	2	-0.5%	-15%	0	5%	49%[activator]	5	2%	6%	10
28	COc1cc(/C=C/C(=O)O)cc(S(=O)(=O)NCCCO)c1OC	19	-5	-0.7%	-5%	-3	4%	4%	4	3%	9%	-27
29	COC(=O)c1cn(C(=O)c2ccc(C)c(C)c2)c2ccccc12	2	-6	-0.2%	-3%	1	10%	25%	2	·	3%	-9
30	NC(=O)[C@H](Cc1cc2ccccc2s1)NC(=O)[C@@H]1CC2(CC(c3cccc(NC(=O)[C@@H]4CCC(=O)N4)c3)=NO2)CN1C(=O)/C=C/c1c(F)cccc1Cl (stereo partly specified)	7	15	0.2%	1%	-2	-1%	-4%	0	2%	1%	2
31	O=C1NC(NS(=O)(=O)c2ccccc2)(C(F)(F)F)C(=O)N1Cc1cccnc1 (stereo unspecified)	1	4	-0.3%	3%	1	0%	0%	3	0%	0%	-8
32	Cc1cccc(C)c1NC(=S)N1CC(C)OC(C)C1 (stereo unspecified)	4	-5	0.4%	1%	-7	·	4%	3	-1%	8%	8
33	N#Cc1ccc(CN(c2ccncc2)S(=O)(=O)c2ccccc2)cc1	-13	-6	0.4%	19%	1	-22%	-2%	4	15%	0%	10
34	Cc1ccc(CCN2CC(C(=O)NC(C)C)CC2=O)cc1 (stereo unspecified)	-13	-15	-1.1%	·	0	-4%	8%	0	-5%	3%	-20
35	O=C(O)c1ccc2c(=O)n3c(nc2c1)/C(=C/c1ccccc1OC(F)F)CC3	18	-3	0.6%	·	-1	-16%	-5%	2	-3%	0%	15
36	Cc1ccc(C(=O)N2CCN(CCNC(=O)C(=O)Nc3ccc(Cl)cc3)CC2)cc1	9	-87*	-1.0%	-3%	2	-12%	-4%	1	-2%	-2%	-19
37	CC(=O)c1c(C)[nH]c(C(=O)NCc2ccc(F)cc2)c1C	0	19	0.0%	0%	4	-2%	1%	0	-1%	0%	-7
38	CCCCOc1ccc(CC2CCC(=O)NC2=O)cc1 (stereo unspecified)	-9	11	-0.3%	0%	16	-10%	7%	-5	-1%	0%	7
39	CCCN=Cc1ccc(O)cc1	-3	-4	-0.2%	2%	-4	10%	?	0	-2%	-2%	10
40	Cc1ccc(S(=O)(=O)N2CCN(C(=O)COC(=O)CSc3cc(C)ccc3C)CC2)c(C)c1	16	-3	-0.1%	·	0	·	·	·	·	0%	32[activator]
41	COc1ccc(NC(=O)COc2ccc(-n3cnnn3)cc2)cc1OC	5	21	-0.1%	·	-1	·	·	·	·	0%	19
